Assay outcomes deposited in PubChem BioAssay by several laboratories.
NR2E3 ag-1 – inhibitors of NR2E3-RetCOR corepressor binding, primary screen, NR2E3 agonist project, biochemical, TR-FRET, GST-NR2E3, biotin-RetCOR; inhibition of corepressor binding, % at 4.78 µM; AID 2300, 2010; Photoreceptor-specific nuclear receptor (Homo sapiens), Q9Y5X4; 1536-well; 0.12% of 320,000 active;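 active = percent inhibition above the cutoff of mean plus 3 SD of all tested compounds, set per screening campaign, cut at about 20% in these data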;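 also: 0% = DMSO wells and 100% = biotin wells as full block of FRET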
Target sequence (Q9Y5X4 whole entry, looked up): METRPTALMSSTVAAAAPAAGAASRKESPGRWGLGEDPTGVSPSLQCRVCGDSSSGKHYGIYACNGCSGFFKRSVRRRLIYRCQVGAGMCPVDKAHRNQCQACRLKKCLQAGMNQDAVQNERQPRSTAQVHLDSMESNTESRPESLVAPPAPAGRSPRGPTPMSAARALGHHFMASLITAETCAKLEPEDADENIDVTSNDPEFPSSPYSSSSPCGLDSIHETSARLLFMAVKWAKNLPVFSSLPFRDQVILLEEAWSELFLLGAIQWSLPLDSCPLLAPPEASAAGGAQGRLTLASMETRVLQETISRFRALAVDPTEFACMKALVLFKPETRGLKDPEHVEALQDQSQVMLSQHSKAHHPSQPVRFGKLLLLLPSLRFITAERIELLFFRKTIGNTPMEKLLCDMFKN
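Material – GST-tagged NR2E3 plus biotinylated RetCOR corepressor · Quantity – NR2E3 fusion 1.35 nM · Times – 5 h incubation at 4 °C · Medium – pH 7.5 Tris-based buffer · Technique – TR-FRET, Eu(K)-anti-GST donor, streptavidin-D2 acceptor, ex 340, em 617/671 nm · Benchmarks – high control biotin, low control 0.6% DMSO · Format – 1536-well plates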
TRPM1 prom inh – inhibitors of MITF-dependent TRPM1 promoter reporter, primary screen, cell-based, SK-MEL-5, single point, luciferase | inhibition, % at 12.5 µM | 0.83% of 330,000 active | SK-MEL-5 TRPM1 promoter luciferase, 24 h | AID 488899, 2010;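 active = mean inhibition across replicates of 60% or more, whatever share of single replicates reaches that level; inconclusive = some that reach 60%, reason not given; inactive = mean inhibition across replicates below 60%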; also: values of inactives mirror those of a sister screen read the other way
TROY NFkB inh – inhibitors of TROY-driven NF-kB signaling, primary screen, Q293 LMP1-TROYcd cells, NF-kB luciferase, uHTS; Q293 LMP1-TROYcd NF-kB luciferase reporter, 4 h; inhibition, % at 10 µM; 0.98% of 360,000 active; AID 1347056, 2019;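 active = compounds whose plate-normalised and pattern-corrected inhibition of the luciferase reporter signal at the single screening dose is 50% or more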
HIF-2a block – HIF-2a reporter inhibitors, primary screen, luminescence, 786-0 RCC cells; inhibition, % at 18.8 µM; 786-0 RCC cells HIF-2a reporter, luciferase luminescence, overnight; AID 624352, 2012; 0.72% of 360,000 active;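 active = inhibition of the luminescence signal of 40% or more relative to plate controls, in a single-dose primary screen at 18.75 µM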
TRAIL sens C8 – viability loss with TRAIL in NB7+C8 cells, primary screen, TRAIL sensitizer project, cell-based, ATPlite luminescence; inhibition (viability loss, TRAIL sensitization), % at 10 µM; 1% of 360,000 active; AID 624354, 2012;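 active = compounds causing at least 50% loss of cell viability in the single-dose screen, relative to plate controls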
KKLEB tox – cytotoxicity in KKLEB CF airway cells, primary screen, cytotoxicity control for CF NF-kB inhibitor project, cell-based, uHTS, fluorescence assay plates. KKLEB CF airway cells viability, ATPlite luminescence, overnight; active compounds read low; cells stimulated with P. aeruginosa culture filtrate. activity change (cytotoxicity), % at 5 µM. 0.36% of 360,000 active;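 active = corrected activity change at or below -50% at 5 µM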
TWEAK-Fn14 inh – inhibitors of TWEAK-Fn14 signaling, primary screen, luciferase reporter cells, uHTS | TWEAK-stimulated Fn14 reporter cells, luciferase luminescence, 8 h | inhibition, % at 10 µM | 2% of 360,000 active | AID 1159606, 2016; in the data active = inhibition above about 50%
Shn3 inh set2 – reduction of Shn3 3'UTR firefly luciferase signal, primary screen, Schnurri-3 inhibitor project, cell-based, Clone20 osteoblasts, set 2; Clone20 osteoblast Shn3 3'UTR firefly luciferase, 24 h; inhibition, % at 12.5 µM; 0.52% of 360,000 active;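 active = mean inhibition of at least 75% with every replicate also reaching 75%; inconclusive = mean inhibition at least 75% but some replicate below; inactive = mean inhibition below 75%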;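 also: 0% = median of neutral control wells and 100% = pilot-screen positive control compound; some compounds past the cut are filed as inactive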
NR2E3 ag-2 – NR2E3 agonists in two-hybrid cells, primary screen, cell-based, luminescence, CHO-S, Gal4-NCOR/VP16-NR2E3; Photoreceptor-specific nuclear receptor (Homo sapiens), Q9Y5X4; luciferase; inhibition of corepressor binding, % at 3.98 µM; 0.35% of 360,000 active; AID 602229, 2012;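 active = inhibition above the mean of all tested compounds plus 3 SD, cut at about 70% in these data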;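 also: 0% = DMSO with NR2E3 transfected cells and 100% = cells lacking NR2E3 construct; higher means lower luciferase signal from less NR2E3 corepressor binding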
CF NFkB block – inhibitors of PAF-induced NF-kB signaling, primary screen, cell-based, GFP fluorescence, uHTS; 0.86% of 360,000 active; inhibition, % at 5 µM; KKLEB NF-kB-GFP reporter, GFP fluorescence overnight;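 active = at least 50% inhibition at 5 µM, scaled per plate between neutral and stimulator controls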;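 also: PAF is a Pseudomonas aeruginosa culture filtrate used as stimulus; plate controls were PAF-stimulated DMSO wells for no effect and unstimulated DMSO wells for full effect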
Peg3 prom inh – Peg3 promoter-driven luciferase inhibitors, primary screen, cell-based, HeLa, luciferase luminescence; HeLa PEG-Prom luciferase reporter, overnight; inhibition, % at 20 µM; 1.7% of 360,000 active; AID 588405, 2011;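 active = inhibition of at least 50% at 20 µM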
The depositor's hits bear a star; ? = inconclusive; / = not tested or not shown.

Results follow in this order: NR2E3 ag-1	TRPM1 prom inh	TROY NFkB inh	HIF-2a block	TRAIL sens C8	KKLEB tox	TWEAK-Fn14 inh	Shn3 inh set2	NR2E3 ag-2	CF NFkB block	Peg3 prom inh
CCN(CC)S(=O)(=O)c1ccc(NC2c3ccccc3C(=O)N2Cc2ccc3c(c2)OCO3)cc1 (configuration not stated)
→ 1	-11	-6	8	13	8	-20	12	5	-34	9
CCNC(=O)c1c(O)c2ccccc2[nH]c1=O
→ 4	-26	-4	-82	-15	5	15	-6	4	-16	33
COc1cccc(N2CCN(C(=S)Nc3ccccc3)CC2)c1
→ -3	-3	-17	7	-3	-2	-10	16	-15	1	110*
O=C1CC2(CCN(C(=O)c3cccc([N+](=O)[O-])c3)CC2)Oc2ccccc21
→ 0	11	2	16	12	13	-5	13	16	-2	12
CC(C)OCCCNC(=O)c1cccc2c1C(=O)c1ccc(Cl)cc1S2(=O)=O
→ 0	-5	-5	-1	-7	-2	-10	-18	-12	-9	11
O=C(NCCN1CCOCC1)c1ccc(CS(=O)(=O)c2c(Cl)cccc2Cl)o1
→ -4	7	-3	-5	1	4	7	4	-13	-33	-6
O=C(CSc1nc(C2CCCCC2)nc2ccccc12)N1CCCC1
→ 1	-6	11	34	-5	-7	21	6	-18	19	21
Cn1c(COc2ccccc2)nnc1SCCN1CCOCC1
→ 2	1	4	12	10	3	-8	-5	0	-7	15
OC[C@@H]1CN(Cc2ccc3c(c2)OCO3)C[C@H](n2cnc3c(NC4CCC4)ncnc32)O1
→ /	/	-3	14	-16	-1	-11	-2	-13	21	-5
Cc1cc(=O)[nH]c(SCC(=O)NCc2ccco2)n1
→ 1	-6	11	10	7	-9	3	16	-33	15	13
CCn1c(SCC(=O)OC)nc2sc3c(c2c1=O)CCC3
→ -1	-2	-8	-6	0	-8	7	46	-1	-1	-3
Cc1ccc(-n2nc(C)c(/C=N/NC(=O)c3cccs3)c2Cl)cc1
→ 4	-39	-57	-124	0	-7	-12	7	-64	-18	-37
Cc1cccc(C)c1-n1nnnc1C(c1ccnc2ccccc12)N(CCN(C)C)Cc1ccccc1 (configuration not stated)
→ /	/	19	4	8	/	16	/	-16	/	/
COc1ccc(-c2cn(CCO)c(-c3ccncc3)n2)cc1
→ 0	10	0	5	1	-3	0	-19	-8	-8	-12
CCOc1ccc(C(CC(=O)O)NC(=O)COc2ccccc2)cc1 (configuration not stated)
→ 2	-4	-9	14	17	8	-1	4	-3	-14	11
COc1cccc(C(=O)NC(C)c2ccc(-c3ccccc3)cc2)c1OC (configuration not stated)
→ 3	0	4	-16	-3	-4	-20	6	41	8	5
CCOC(=O)Nc1cc(OC)cc2ccc(C)nc12
→ /	/	-15	3	-6	-19	-12	-10	-14	11	3
N#Cc1cccc(NC(=O)COC(=O)c2ccccc2C(=O)c2ccc(Cl)c([N+](=O)[O-])c2)c1
→ -2	?	66*	95*	-4	-37	100*	8	6	87*	108*
CCOC(=O)c1sc(NC(=O)C2C3C=CC(C3)C2C(=O)O)nc1C (configuration not stated)
→ -2	6	-5	-6	-2	18	10	7	-11	-17	-2
COc1ccc(CN2CN(S(=O)(=O)c3cccs3)c3nc4ccccc4nc32)cc1
→ 2	-21	-41	-248	-1	9	3	-53	-83	9	-119
COC(=O)c1sc2cc(C(F)(F)F)cnc2c1-c1ccccc1
→ -5	-10	-11	15	-16	-3	11	-40	-22	-10	4
CNC(=O)c1c(Br)cnn1-c1ccc(C)cc1
→ 5	-46	-23	-243	9	-5	-17	-73	-96	7	-237
Cc1cc(S(=O)(=O)N2CCN(c3ccccc3O)CC2)c(C)s1
→ 2	-2	3	-2	-1	12	-10	3	-14	2	13
Cc1ccc(Cn2c(=N)n(CC(O)c3ccco3)c3ccccc32)cc1 (configuration not stated)
→ -3	13	7	7	0	-2	26	72	-15	-2	8
COCCN(C(=O)CNC(=O)c1ccco1)C(C(=O)NC1CCCC1)c1ccccc1F (configuration not stated)
→ 3	1	-7	6	3	6	24	-6	-24	-6	1
CN(C(=O)Cn1nc(C(=O)O)c2ccccc2c1=O)C1(C#N)CCCCC1
→ -2	-3	-10	12	10	-7	-16	0	-33	2	4
C/C(=N\O)c1noc(C)c1C(=O)Nc1nccs1
→ 2	2	-2	6	-6	16	-26	7	-2	-95	-1
Fc1cc(F)c2nc(N3CCCCC3)sc2c1
→ 0	-43	-62	-211	7	4	-7	-92	-30	-5	-238
CC1CCCC(C)N1/N=C/C=C/c1ccccc1[N+](=O)[O-] (configuration not stated)
→ 3	-8	4	-118	32	6	8	-10	-28	6	-96
c1nc2sc3c(c2c2nnnn12)CCC3
→ -2	-5	15	19	-6	-1	5	-1	6	39	-3

Marked active in CF NFkB block (from the list above):
molecule | NR2E3 ag-1 | TRPM1 prom inh | HIF-2a block | TWEAK-Fn14 inh | Shn3 inh set2 | NR2E3 ag-2 | CF NFkB block | Peg3 prom inh
N#Cc1cccc(NC(=O)COC(=O)c2ccccc2C(=O)c2ccc(Cl)c([N+](=O)[O-])c2)c1 | -2 | ? | 95* | 100* | 8 | 6 | 87* | 108*

Random excerpt: two records from the list, in no set order.
Results follow in this order: NR2E3 ag-1	TRPM1 prom inh	TROY NFkB inh	HIF-2a block	TRAIL sens C8	KKLEB tox	TWEAK-Fn14 inh	Shn3 inh set2	NR2E3 ag-2	CF NFkB block	Peg3 prom inh
CN(C(=O)Cn1nc(C(=O)O)c2ccccc2c1=O)C1(C#N)CCCCC1
→ -2	-3	-10	12	10	-7	-16	0	-33	2	4
COc1cccc(N2CCN(C(=S)Nc3ccccc3)CC2)c1
→ -3	-3	-17	7	-3	-2	-10	16	-15	1	110*

(listing goes on)
Results follow in this order: NR2E3 ag-1	TRPM1 prom inh	TROY NFkB inh	HIF-2a block	TRAIL sens C8	KKLEB tox	TWEAK-Fn14 inh	Shn3 inh set2	NR2E3 ag-2	CF NFkB block	Peg3 prom inh
COc1cc(OC)c(C#N)c(S(=O)Cc2ccccc2)c1 (configuration not stated)
→ 0	-11	3	-1	-5	2	6	-9	2	4	4
COC(=O)c1sc(NC(=O)C(C)c2ccccc2)nc1C (configuration not stated)
→ -3	-26	-7	-9	2	-7	8	10	11	-31	0
CCCc1nc(SCC(=O)Nc2nnc(CC)s2)c2c(C)c(C)sc2n1
→ 1	4	6	7	-12	-10	-7	38	1	-6	5
Cc1nnc(NC(=O)CCC(=O)NC2CCCCCCC2)s1
→ 1	-3	-19	5	12	10	-1	-5	-6	-15	-16
O=C(C1CCCN(Cc2cccnc2)C1)N1CCCCC1 (configuration not stated)
→ -1	-8	-22	17	1	3	-3	-16	-14	3	1
C#CCOCCOCCOCCNc1nc(N2CCN(C(=O)C(Cc3cc4ccccc4[nH]3)n3cc(C(N)C(C)CC)nn3)CC2)nc(N2CCN(C(=O)C(Cc3cc4ccccc4[nH]3)n3cc(C(N)C(C)CC)nn3)CC2)n1 (configuration not stated)
→ 1	3	5	21	-3	-2	10	-11	/	-14	-13
CCC(C)Nc1nc(N)c([N+](=O)[O-])c(NCc2ccccc2)n1 (configuration not stated)
→ /	-2	8	-5	4	-11	-62	1	5	16	39
Cc1ccc(N2C(=O)[C@@H]3[C@H](C2=O)[C@H]2C=CC=NN2[C@@H]3C(=O)Nc2ccc(Cl)cc2)cc1
→ 3	-5	6	7	-3	7	14	-9	20	-14	11
CCOc1cc(CNCCO)ccc1OCC(=O)NC(C)(C)C
→ 0	1	9	9	-12	-2	12	4	11	0	0
CCCCn1c(N)c(N(CC(C)C)C(=O)CSCc2cccc(C)c2)c(=O)[nH]c1=O
→ -1	-7	-29	16	-7	13	-7	0	5	6	-6
Cc1ccc(NS(=O)(=O)c2ccc(C)c(NC(=S)NCCN3CCOCC3)c2)c(C)c1
→ /	1	7	27	7	-5	2	8	-9	25	15
COc1ccc2cc(C(c3nnnn3C3CCCC3)N3CCOCC3)c3nnnn3c2c1 (configuration not stated)
→ 3	9	-7	16	-9	-7	7	-11	1	0	10
CCCCCOc1ccccc1C(=O)NCCCCCC(=O)O
→ 0	12	10	20	5	3	-6	7	-7	-1	6
COc1ccc(CNC(=O)c2cc(-c3ccccc3OC)on2)cc1
→ 7	-6	1	-88	-13	10	-31	-9	-17	-20	-31
Cn1c(/C(C#N)=C/Nc2ccccn2)nc2ccccc21
→ -1	2	-16	-40	-1	15	-15	-15	-8	-15	-8
CNc1ccccc1C(=O)OCC(=O)N1CCc2ccccc2C1
→ /	/	-64	-53	13	-2	-19	-23	-48	15	-85
COC(=O)C1OCOC2C(C(=O)OC)OCOC12 (configuration not stated)
→ /	-4	-2	16	3	-4	7	-15	-14	-12	9
CCCCc1nc2ccc(S(=O)(=O)O)cc2[nH]1
→ -1	0	11	9	8	-18	0	-23	-10	26	15
Cc1ccc(-c2nc(C#N)c(N3CCC(C)CC3)o2)cc1
→ 2	-14	-33	-99	1	-5	-67	-21	-1	-2	-79
CCCCCNc1nc(NCCCO)c(C#N)c2c1CN(C)CC2
→ -2	9	-3	14	-6	-13	10	0	-11	-2	5

These rows are one share of the data. The share of hits here may be higher or lower than overall.
